Source: PubChem (National Center for Advancing Translational Sciences (NCATS))
EPAC2 ag – EPAC2 (human) agonism | Q8WZA2 | EPAC2 activation, biochemical qHTS; response scale: 100% = 6.5 mM cAMP response | Potency, µM (doses to about 154 µM), inactives show at the highest dose activation, most hits filed as activators | 0.079% of 360,000 active; also: potency is read from the fitted curve at half-maximal effect; nearly all actives have a fitted effect of over 50% in size
Target sequence (Q8WZA2 whole entry, looked up): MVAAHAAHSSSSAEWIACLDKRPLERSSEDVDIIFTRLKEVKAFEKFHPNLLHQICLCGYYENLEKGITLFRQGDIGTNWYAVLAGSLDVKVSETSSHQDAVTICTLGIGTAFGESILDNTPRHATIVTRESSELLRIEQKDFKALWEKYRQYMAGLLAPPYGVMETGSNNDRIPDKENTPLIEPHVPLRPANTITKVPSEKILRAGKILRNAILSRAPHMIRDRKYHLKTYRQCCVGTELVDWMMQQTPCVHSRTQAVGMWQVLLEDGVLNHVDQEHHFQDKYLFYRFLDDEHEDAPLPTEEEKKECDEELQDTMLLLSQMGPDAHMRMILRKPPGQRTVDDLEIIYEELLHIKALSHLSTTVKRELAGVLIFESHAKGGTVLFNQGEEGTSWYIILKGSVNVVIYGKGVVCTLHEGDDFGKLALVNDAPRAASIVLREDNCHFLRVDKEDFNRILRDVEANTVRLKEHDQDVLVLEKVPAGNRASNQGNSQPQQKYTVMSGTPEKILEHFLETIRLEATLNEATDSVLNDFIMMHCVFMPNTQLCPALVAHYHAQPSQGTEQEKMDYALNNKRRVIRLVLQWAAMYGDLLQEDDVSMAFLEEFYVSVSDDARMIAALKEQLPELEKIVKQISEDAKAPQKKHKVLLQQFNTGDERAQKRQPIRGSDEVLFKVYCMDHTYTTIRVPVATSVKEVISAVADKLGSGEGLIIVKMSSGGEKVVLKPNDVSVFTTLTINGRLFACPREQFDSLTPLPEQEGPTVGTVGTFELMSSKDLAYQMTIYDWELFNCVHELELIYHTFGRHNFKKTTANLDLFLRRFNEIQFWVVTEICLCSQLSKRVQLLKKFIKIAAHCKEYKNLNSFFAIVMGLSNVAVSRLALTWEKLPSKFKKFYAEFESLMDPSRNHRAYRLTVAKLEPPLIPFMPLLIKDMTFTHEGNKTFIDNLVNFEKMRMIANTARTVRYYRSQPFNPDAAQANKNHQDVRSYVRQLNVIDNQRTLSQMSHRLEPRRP
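Compounds were added across a concentration range to EPAC2 (100 nM), RAP1B-BODIPY-GDP (250 nM) and GDP (50 uM). After 5 min at room temperature, fluorescence was recorded at 5-min intervals for 30 min.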
EPAC2 antagonist – antagonists of human EPAC2; 0.18% of 360,000 active; EPAC2 GEF exchange of Rap1B-BODIPY-GDP, fluorescence; Potency, µM (highest dose often 114 µM), for inactives: at the top dose activity, negative = inhibition, actives largely listed as inhibitors; AID 720708; Q8WZA2; also: potency is read from the fitted curve at half-maximal effect; % is scaled to controls: 0 for no effect and ±100 for the full control effect; nearly all actives have a fitted effect of over 45% in size; many of its hits are not listed in these tables
Nrf2 ARE act – Nrf2 pathway activation. AREc32 ARE-luciferase reporter (MCF7-derived line), luminescence, 24 h. 0.31% of 410,000 active. Potency, µM (titrated, usually from 46.1 µM), without a hit: top-dose activation, hits mostly activators. AID 624171; also: potency is read from the fitted curve at half-maximal effect; % of control where 0% means no effect; nearly all actives have a fitted effect of over 65% in size
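Each well held 1000 AREc32 cells, which were incubated with compound for 24 hr at 37 deg C after overnight attachment, and ARE reporter activity was quantified by firefly luciferase luminescence.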
CCT modulator – cytosolic chaperonin activity modulation. purified chaperonin ATPase assay, HTRF ADP detection, 30 min. activity change, % (no concentration beside the values), hits read low. 0.3% of 360,000 active. AID 651819; in the data active = activity change below about -30%; also: % is scaled to controls: 0 for no effect and ±100 for the full control effect
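TRiC (40 or 20 nM final, by batch activity) in 30 mM Tris pH 7.4, 100 mM KCl, 5 mM MgCl2, 1 mM DTT was treated with compound at 76 uM single dose, then 10 uM ATP, 30 min at 37 °C. ADP was read by HTRF Transcreener.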
TGFb SMAD3 inh – inhibitors of TGF-b signaling; Potency, µM (highest dose often 46.1 µM), without a hit: top-dose activity, negative = inhibition, actives largely listed as inhibitors; HepG2 CAGA-GFP TGF-b/SMAD3 reporter, GFP fluorescence, 18 h; TGF-beta stimulated, 500 pg/mL final; 1.2% of 410,000 active; also: potency is read from the fitted curve at half-maximal effect; % is scaled to controls: 0 for no effect and ±100 for the full control effect; nearly all actives have a fitted effect of over 65% in size
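GFP signal (ex488/em500-530) from TGF-beta-stimulated HEPG2 CAGA-GFP cells, 500 pg/mL final, 18 h at 37 degrees C in DMEM plus 1% FBS, normalized to unstimulated and DMSO-stimulated controls.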
Nrf2 inh – inhibitors of Nrf2 signaling; A549 ARE-Fluc reporter, luciferase luminescence, 18-24 h; Potency, µM (top dose mostly 46 µM), for the others: top-dose activity change, negative = inhibition, actives largely listed as inhibitors; 2.1% of 360,000 active; AID 504444; also: potency is read from the fitted curve at half-maximal effect; % is scaled to controls: 0 for no effect and ±100 for the full control effect; nearly all actives have a fitted effect of over 60% in size
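In this cell-based qHTS, ARE-driven firefly luciferase in A549 cells reports Nrf2 activity; the luminescent signal after BugLite lysis is the measured value, with a prior CellTiter-Fluor read for cell health.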
A549 tox – counter-screen for Nrf2 inhibitors: cytotoxicity in A549 cells; A549 ARE-Fluc cells, CellTiter-Fluor viability, 18-24 h; Potency, µM (highest dose often 46 µM), for inactives: top-dose activity change, negative = cytotoxicity, actives largely listed as inhibitors; 0.16% of 390,000 active; AID 504648; also: potency is read from the fitted curve at half-maximal effect; % is scaled to controls: 0 for no effect and ±100 for the full control effect
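A549 ARE_Fluc cells in 5% FBS OPTI-MEM were exposed to compounds in concentration-response for 18-24 h at 37 deg C. Viability was read by CellTiter-Fluor fluorescence (Ex 405/Em 525) after 30 min, before the luciferase read.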
MmCpn inh – blocks the Methanococcus maripaludis chaperonin Mm-Cpn. purified Mm-Cpn ATPase, ADP Transcreener TR-FRET. Potency, µM (titrated, usually from 76.9 µM), for the others: at the highest dose activity, negative = inhibition, usual class: inhibitors. 0.031% of 330,000 active. AID 504842; also: potency is read from the fitted curve at half-maximal effect; % is scaled to controls: 0 for no effect and ±100 for the full control effect; nearly all actives have a fitted effect of over 80% in size
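ATP (10 uM final) was added to archaeal chaperonin (25 nM final) after 10 min exposure to test compound at 37°C; after 30 min further incubation, ADP was detected by competitive TR-FRET.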
Akt phos inh – inhibitors of Akt phosphorylation | Neuro2A IGF-stimulated pAkt S473 HTRF, 20 min; stronger effect = lower value | activity change, % for hits at 50 µM | 0.32% of 360,000 active; in the data active = activity change below about -80%; inconclusive = mostly about -51% to -80%; also: % is scaled to controls: 0 for no effect and ±100 for the full control effect
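Neuro2A cells (4,500/well, DMEM with 0.5% FBS) were treated with compound at a single 50 µM final concentration, stimulated with 6 nM IGF for 20 min at 37 °C, and lysed. Phospho-Akt Ser473 was read by HTRF as 665/615 ratio ×10^4.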
* hit, by the source's call; i = inactive; u = inconclusive; x = no result given; & = joins results of further samples; [ ] = dose if it differs, or a comment. Unless noted, calls follow the shape of the dose curve; as a rule, active = well fitted curve in the direction sought with a large enough effect; inconclusive = small, poorly fitted or top-dose-only effect, or another doubt; inactive = no such curve, though single readings can be large; an effect the other way counts as inactive or inconclusive. Some of the compounds tested, so the mix of outcomes need not match the whole.

SMILES	EPAC2 ag	EPAC2 antagonist	Nrf2 ARE act	CCT modulator	TGFb SMAD3 inh	Nrf2 inh	A549 tox	MmCpn inh	Akt phos inh
CC(C)CNS(=O)(=O)c1ccc2c(c1)OCCO2	-5%	7%[57.1 µM]	-0.5%	0.4	0%	-20%	-6%	0%	i
CCCOc1nc2c(c(=O)n(C)c(=O)n2C)n1CCC	-17%	3%	0.0%	1.6	-14%	-21%	8%	1%	i
COCCCn1c(=O)c2sccc2n(Cc2cccc(C)c2)c1=O	7%	-4%	0.3%	-0.6	6%	-18%	-1%	0%	i
Fc1ccc(C(c2nnnn2Cc2cccs2)N2CCN(c3ccccc3)CC2)cc1 (centres undefined)	10%	-2%	0.1%	-0.4	-2%	u	-14%	0%	i
O=C(Nc1ccccc1)c1cc(C2CCCN(C(=O)c3cccs3)C2)on1 (centres undefined)	5%	0%	4.3%	-1.2	-18%	x	x	x	i
O=C(Nn1cnnc1)c1ccccc1CCc1ccccc1	-9%	10%	0.1%	-4.0	-3%	1%	3%	1%	i
CSCCC(NC(=O)c1cc(S(=O)(=O)N2CCOCC2)ccc1C)c1nc2ccccc2[nH]1 (centres undefined)	7%	4%	0.0%	-7.0	0%	1%	-1%	x	i
CCc1ccc(OCC(=O)N/N=C\c2ccco2)c([N+](=O)[O-])c1	14%	-7%	2.8%	-2.0	-3%	12%	7%	0%	i
C=CCn1c(-c2ccco2)n[nH]c1=S	1%	8%	-0.5%	1.2	0%	14%	-5%	-10%	i
COC(=O)c1cc(Br)c(=O)n(CCc2ccc(O)cc2)c1	-1%	3%	-0.1%	-3.6	-2%	6%	0%	2%[15.4 µM]	i
COc1ccc(N2CCN(CCNC(=O)c3ccc4nc5ccccc5c(=O)n4c3)CC2)cc1	-1%	1%	0.1%	-0.3	-1%	8%	5%	0%	i
OC1(c2ccc(Cl)cc2)CCN(Cc2cn[nH]c2-c2ccccc2)CC1	4%	5%	1.6%	0.6	u	u	-7%	-3%	i
CCN1C(C(=O)c2ccccc2)=C(OC(=O)c2ccccc2OC)c2ccccc2S1(=O)=O	x	x	-1.7%	x	10µM*	u	u	x	x
CC(=O)Nc1ccc(NC(=O)C2CCN(c3ccc(C(F)(F)F)cn3)CC2)cc1	1%	u	-0.3%	0.8	3%	-25%	1%	1%	i
Cc1ccc2c(c1)N(C(=O)CCC(=O)N1CCN(c3ccccc3)CC1)CCO2	1%	1%	-0.1%	-2.1	-17%	-25%	2%	0%	i
CCN(CC(=O)Nc1c(F)cccc1F)C(=O)CN1C(=O)C2CCCCC2C1=O (centres undefined)	-1%	15%	-0.2%	-2.6	-2%	-6%	-5%	0%	i
c1ccc(CN2c3ccccc3-c3nc4ccccc4n3C2c2ccccn2)cc1 (centres undefined)	1%	8%	0.2%	1.0	-2%	-8%	-3%	-8%	x
CCOC(=O)Cc1cc(=O)n(-c2nc3ccccc3s2)[nH]1	-3%	-1%	0.2%	-9.3	-9%	-12%	-17%	-1%	i
O=c1cc(N2CCN(c3ccc(F)cc3)CC2)[nH]c(=O)n1C1CCCCC1	-3%	9%	-0.1%	1.7	-7%	-4%	-6%	-1%	i
COc1cc(NC(=O)c2c(C)oc3c2C2=NCCN2C=N3)cc(OC)c1OC	x	x	0.3%	x	u	-16%	-1%	x	x
Cn1c(=O)c2nc(-c3ccccc3)oc2c2ccccc21	1%	4%	u	-0.2	0%	8%	-17%	-1%	i
CCOC(=O)N1CCN(C(=O)CNCc2cccs2)CC1	-6%	0%	-0.9%	0.9	9%	10%	-14%	0%	i
CCOC(=O)c1cnc2scnn2c1=O	8%	9%	3.1%	-1.3	-15%	3%	4%	-4%	i
CCCc1cc2c(=O)c(-c3ccccn3)c(C)oc2cc1O	4%	4%	2.3%	1.7	-28%	-2%	0%	-2%	i
Cc1cc(C)c(/C=N/NC(=O)c2nnn(-c3nonc3N)c2CN2CCC(C)CC2)c(C)c1	-12%	-16%	0.0%	1.3	u	-1%	-9%	0%	i
O=C(O)[C@@H]1CCCN1C(=O)c1ccccc1N1C(=O)[C@@H]2Cc3c([nH]c4ccccc34)C(c3cccc(Cl)c3)N2C1=O (some centres undefined)	-3%	-26%	6.4%	0.4	-5%	7%	7%	-2%	i
COc1ccc(CN2CCN(Cc3ccc4cc(F)ccc4n3)CC2CCO)c(C)c1C (centres undefined)	-1%	21%	3.7%	0.1	u	4%	0%	-3%	i
COc1ccc(C2=NN(c3ccccc3)C(c3ccc(OC)c(OC)c3)C2)cc1 (centres undefined)	23%	3%	9.7%	-1.3	-13%	28%	u	-6%	i
CCNc1nc(OC)nc(SCC(N)=O)n1	7%	3%	-1.0%	-2.3	-5%	x	-1%	x	i
CS(=O)(=O)c1ccc(Cl)c(NC(=O)CCCSc2ccccc2)c1	5%	-1%	0.2%	-1.7	-32%	-2%	-4%	0%	i
Cc1ccc(N=N/C(=C\O)C(=O)c2ccncc2)cc1	-5%	6%	12%	-3.5	10%	x	-2%	1%	i
Cc1ccc(C(=O)N2CCN(c3ccccc3)CC2)cc1S(=O)(=O)N1CCOCC1	2%	-6%	3.9%	1.9	7%	u	4%	1%	i
Cc1ccc(S(=O)(=O)NCc2ccccn2)cc1C	3%	2%	0.5%	-3.9	-11%	-6%	12%	0%	i
CCCCCCc1c(O)nc(SCC(=O)O)[nH]c1=O	6%	-4%	0.1%	-1.3	u	-2%	0%	1%	i
CC(C)(O)c1cc2ccc(C#CCCN3C(=O)c4ccccc4C3=O)cc2c(=O)o1	-2%	0%	-0.2%	-0.3	3%	u	0%	2%	i
CC(C)Cn1c(SCC(=O)N2CCc3ccccc3C2)nc(O)cc1=O	5%	2%	0.3%	-3.3	-12%	-6%	0%	0%	i
CCc1nn(CC(=O)NCCCOC)c(=O)c2cc3ccccc3n12	x	x	-0.9%	x	u	-4%	-1%	x	x
Cc1ccsc1C(=O)N1CCC1(C)C(=O)Nc1ccc2c(c1)OCCO2 (centres undefined)	9%	16%	-0.2%	-1.0	39%[activator]	x	x	x	i
OCCNc1c2ccccc2nc2c(F)c(F)c(F)c(F)c12	4%	2%	11µM*	0.1	-25%	5%	7%	-1%	i
CCCc1cc(=O)[nH]c(SCC(=O)N(Cc2ccccc2)C(C)C)n1	3%	-3%	3.4%	1.7	-3%	8%	-6%	-1%	i
C/C=C/c1ccc(OCC(=O)O)c(OC)c1	5%	1%	-0.7%	1.7	-18%	-5%	15%	-1%	i
COc1ccc(S(=O)(=O)NCCOc2ccc(Cl)cc2)cc1	13%	-8%	3.2%	-1.7	-21%	-1%	16%	0%	i
O=C(CN1C(=O)NC2(CCCCCCC2)C1=O)NCc1ccc2c(c1)OCO2	-3%	-2%	-0.2%	-1.2	-2%	-4%	1%	0%	i
O=[N+]([O-])c1ccc(Oc2cccc3cccnc23)c([N+](=O)[O-])c1	20%	-12%	u	-2.7	u	13%	-7%	2%	i
COc1ccc(CNC(=O)CCNS(=O)(=O)c2ccc3c(c2)oc(=O)n3C)cc1	5%	-5%	-0.1%&2.6%	-2.3	-6%&1%	u	9%&3%	1%	x
Cc1ccc(NC(=O)Cn2nnc(-c3nc(-c4ccc(Cl)cc4)no3)c2N)cc1C	x	x	-0.3%	x	u	u	-1%	x	x
O=C(Cc1cccs1)NCCc1csc(-c2ccccc2)n1	-5%	-7%	0.0%	1.1	-14%	-22%	0%	u	i
CCN1C(=O)/C(=C/c2nc3ccccc3c(=O)[nH]2)c2ccccc21	-5%	1%	4.4%	-3.2	-20%	3%	3%	1%	i

Compound profiles, as listed above. Values in the order: EPAC2 ag	EPAC2 antagonist	Nrf2 ARE act	CCT modulator	TGFb SMAD3 inh	Nrf2 inh	A549 tox	MmCpn inh	Akt phos inh
O=C(O)[C@@H]1CCCN1C(=O)c1ccccc1N1C(=O)[C@@H]2Cc3c([nH]c4ccccc34)C(c3cccc(Cl)c3)N2C1=O (some centres undefined) across the screens: -3%	-26%	6.4%	0.4	-5%	7%	7%	-2%	i
OCCNc1c2ccccc2nc2c(F)c(F)c(F)c(F)c12 across the screens: 4%	2%	11µM*	0.1	-25%	5%	7%	-1%	i
COc1ccc(N2CCN(CCNC(=O)c3ccc4nc5ccccc5c(=O)n4c3)CC2)cc1 across the screens: -1%	1%	0.1%	-0.3	-1%	8%	5%	0%	i

Carrying on:
SMILES	EPAC2 ag	EPAC2 antagonist	Nrf2 ARE act	CCT modulator	TGFb SMAD3 inh	Nrf2 inh	A549 tox	MmCpn inh	Akt phos inh
Cc1ccc(N2CCN(C(=O)Nc3cn(CC(C)C)c(=O)c4ccccc34)CC2)c(C)c1	x	x	0.6%	x	-27%	u	0%	x	x
COc1cc(/C=C/C(=O)O)ccc1OS(=O)(=O)c1c(C)c(C)cc(C)c1C	8%	-4%	3.3%	-1.8	-10%	-6%	2%	2%	i
CCSc1ccc(-c2nn(-c3ccccc3)cc2/C=C(/C#N)C(=O)NC)cc1	-6%	17%	3.1%	-0.3	7%	-3%	-5%	1%	i
O=C1Cn2c(nc3ccccc32)N1c1cccc(C(F)(F)F)c1	-11%	4%	8.4%	-0.1	0%	20%	-3%	0%	i
Cc1ccc(C(=O)COC(=O)c2cc(Cl)nc3ccccc23)cc1C	4%	2%	-0.2%	-3.4	-20%	2%	-21%	-2%	i
COc1cc(N)c(C(=O)c2nccc3cc(OC)c(OC)cc23)cc1OC	5%	8%	-0.5%	-3.6	0%	12%	-12%	-1%	i
Cc1ccc(CN(C(=O)c2ccc(Cl)c([N+](=O)[O-])c2)C2CCS(=O)(=O)C2)o1 (centres undefined)	5%	-2%	1.1%	-0.9	2%	12%	9%	1%	i
CCOC(=O)C1CCCN(C(=O)c2cc3cc(F)ccc3[nH]2)C1 (centres undefined)	6%	-1%	7.0%	-2.7	-18%	u	1%	-1%	i
